Compound activity from PubChem BioAssay.
HIV Rev-RRE inh: disrupts HIV-1 Rev binding to RRE RNA | inhibition, % at 8 µM | 0.79% of 97,000 active | P05866 | Rev peptide-RRE RNA binding, FRET;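 active = inhibition above the screen-wide mean plus 3 SD, cut at about 35% in these data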;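 note: 0% = median DMSO wells and 100% = median Neomycin B control wells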
Target sequence (P05866 whole entry, looked up): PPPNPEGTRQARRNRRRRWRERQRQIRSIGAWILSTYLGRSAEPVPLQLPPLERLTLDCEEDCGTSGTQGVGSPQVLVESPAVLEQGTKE
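Test system – labelled RRE RNA duplex and labelled Rev peptide · Signal – fluorescein-to-Cy5 FRET, 480 nm excitation · Evaluation – % inhibition of FRET ratio versus controls · Benchmarks – DMSO low control, neomycin B high control · Incubation – 5 min RNA-compound premix plus 15 min binding step, 25 °C · Medium – HEPES pH 7.5 salt buffer with EDTA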
ERa SRC1 pot: ER-alpha (human) coactivator binding potentiation. coactivator binding (% of control), % at 25.6 µM. 1.3% of 86,000 active. P03372. TR-FRET ERalpha-LBD/SRC-Cy5 coactivator binding, 2 h; 100 = basal binding, no effect; in the data active = activity above about 200%;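 note: binding measured in presence of low estradiol as agonist stimulus; 0% = peptide alone without receptor and 100% = receptor with peptide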
Mac1 fbg enh: enhancers of human CD11b/CD18 binding to fibrinogen; K562 CD11b/CD18 adhesion to fibrinogen, ATPlite luminescence; P05107+P11215; activation, % at 10 µM; 0.07% of 93,000 active;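 active = 10 µM primary screen giving 50% or more activity, confirmed by 40% or more on retest at that dose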; note: strong numbers were not always called active
ERb coact inh: ER-beta (human) coactivator binding inhibition | inhibition, % at 25.6 µM | Q92731 | 1.3% of 86,000 active | TR-FRET ER-beta LBD / SRC1-Cy5 peptide binding; receptor agonist-loaded with 1 µM estradiol;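 active = compounds whose percent inhibition of the receptor-coactivator binding signal exceeds about 50% in the single-dose screen, limit read from the data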;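 note: 0% = receptor plus peptide wells without compound and 100% = peptide-only wells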
Mac1 fbg inh: CD11b/CD18-fibrinogen binding inhibition. P05107+P11215. K562 CD11b/CD18 adhesion to fibrinogen, ATPlite luminescence; Mn2+ added to activate the integrin. inhibition, % at 10 µM. 0.54% of 93,000 active;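 active = primary inhibition of 50% or more at 10 µM, then 40% or more on retest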; note: some results filed as inactive read as strong as hits
ERa SRC1 inh: ER-alpha (human) coactivator binding inhibition; P03372; TR-FRET ER-alpha LBD / SRC-1 peptide, estradiol-bound; inhibition, % at 25.6 µM; 1.7% of 86,000 active; in the data active = inhibition above about 50%;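 note: 0% = receptor plus peptide control and 100% = peptide only without receptor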
PLK1 kinase inh: blocks human PLK1 kinase activity | P53350 | recombinant PLK1 kinase, TR-FRET peptide phosphorylation | inhibition, % at 10 µM | 0.53% of 97,000 active | AID 619;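 active = inhibition of 50% or more in the single-concentration screen; inactive = inhibition below 50%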;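 note: 0% = DMSO max control and 100% = H-89 dihydrochloride min control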
Target sequence (P53350 whole entry, looked up): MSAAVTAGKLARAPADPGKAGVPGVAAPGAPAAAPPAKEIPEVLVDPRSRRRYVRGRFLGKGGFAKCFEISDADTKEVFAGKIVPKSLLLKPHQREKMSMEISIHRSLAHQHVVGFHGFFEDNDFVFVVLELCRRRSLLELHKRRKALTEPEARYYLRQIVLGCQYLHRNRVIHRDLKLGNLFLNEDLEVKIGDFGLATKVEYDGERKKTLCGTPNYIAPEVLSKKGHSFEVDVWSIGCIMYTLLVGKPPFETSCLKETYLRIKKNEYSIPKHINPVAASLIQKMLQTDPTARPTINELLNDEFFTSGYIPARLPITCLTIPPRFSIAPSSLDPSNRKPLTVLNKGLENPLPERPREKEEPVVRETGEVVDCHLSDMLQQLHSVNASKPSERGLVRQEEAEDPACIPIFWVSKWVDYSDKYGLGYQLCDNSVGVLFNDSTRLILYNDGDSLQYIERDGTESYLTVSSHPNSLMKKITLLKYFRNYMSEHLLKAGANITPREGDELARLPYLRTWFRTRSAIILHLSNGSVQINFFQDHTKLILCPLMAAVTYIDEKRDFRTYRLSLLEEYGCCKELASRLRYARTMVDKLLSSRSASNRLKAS
FAK blocker: inhibitors of human focal adhesion kinase | AID 727 | inhibition, %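 (tested at 7 µM)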 | 0.84% of 97,000 active | biochemical FAK kinase activity assay; in the data active = inhibition above about 19%;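 note: 0% = DMSO and 100% = reference compound high control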
PLK1 PBD inh: inhibitors of human Plk1 polo box domain binding; P53350; Plk1 PBD phosphopeptide binding, fluorescence polarization; inhibition, %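 (tested at about 20 µM)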; 0.13% of 97,000 active; in the data active = inhibition above about 34%, passing the limit was not always enough
The depositor's hits bear a star; · = not tested or not shown; [ ] = remark or other dose. Random draw from the library. Share with any hit: about 4.7%.

compound,HIV Rev-RRE inh,ERa SRC1 pot,Mac1 fbg enh,ERb coact inh,Mac1 fbg inh,ERa SRC1 inh,PLK1 kinase inh,FAK blocker,PLK1 PBD inh
Cc1cc(NC(=O)c2cc(-c3ccncc3)nc3c(C)cccc23)no1,6,128,44,15,-12,26,-8,4,-6
NC(=O)c1ccccc1NC(=O)Nc1cccc(Cl)c1,4,·,4,·,-24,·,-9,3,-23
CCOC(=O)c1cccc(NC(=O)c2cnccn2)c1,3,90[fluorescence artefact?],0,-4,-29,-5,0,4,16
O=C(COC(=O)C1(c2ccc(F)cc2)CCCC1)NC1CC1,3,·,-3,·,3,·,-6,-5,-18
Nc1c(N2CCCC2)cc(Cl)c2nonc12,41*,85[fluorescence artefact?],4,19[fluorescence artefact?],-2,2[fluorescence artefact?],7,40*,-41
CCn1c(SCC(=O)Nc2sc(C)c(C)c2C#N)nnc1C(C)C,4,140,5,0,-11,-1,8,-4,-7
COc1cccc2[nH]c3c(N4CCCC(C)C4)ncnc3c12 (stereo not drawn),13,73[fluorescence artefact?],-2,42[fluorescence artefact?],-1,32[fluorescence artefact?],4,3,-13
Cc1cc(C(=O)N2CCCCCC2)cs1,3,114,1,5,-2,-1,-15,1,18
C/C(=N\NC(=O)c1c(Cl)c(C)nn1C)c1ccc(NC(=O)COc2ccc(Cl)cc2C)cc1,2,·,·,·,·,·,-12,-7,8
Cc1ccc(NC(=O)c2oc3ccccc3c2NC(=O)c2ccc3c(c2)OCO3)cc1,1,128,·,-9,·,-10,-16,1,-1
COc1ccc(C2/C(=C(\O)c3ccc4c(c3)OCCO4)C(=O)C(=O)N2CCCN(C)C)c(OC)c1 (stereo not drawn),·,101,-1,-9[fluorescence artefact?],0,-3[fluorescence artefact?],·,·,·
Nc1nonc1-n1nncc1-c1ccccc1,6,100,0,-18[fluorescence artefact?],-7,-5,17,0,-24
CC(C)CC(=O)N1CCN(S(=O)(=O)c2ccccc2)CC1,6,118,-1,-2,0,4,-1,2,13
CC1(C)Cc2c(sc3nc(-c4ccccc4Cl)n(N)c(=O)c23)CO1,1,90,-8,-10,12,-3,-6,-1,-2
CC(C)(C)n1nnnc1C(c1ccncc1)N(Cc1ccccc1)Cc1ccco1 (stereo not drawn),7,66,1,8,13,3,0,-4,21
Cc1coc2c(C)c3oc(=O)c4c(c3cc12)CCC4,12,93,·,-1,·,-32,-14,0,-34
COn1c(SCc2cccnc2)nc2ccccc2c1=O,2,102,-2,1[fluorescence artefact?],-16,15[fluorescence artefact?],8,-6,8
Cc1ccc(SCc2nc3ccccc3[nH]2)cc1,4,·,·,·,·,·,-14,2,33
CCOC(=O)C(NC(=O)c1ccccc1)=C(C)C,2,101,-1,5[fluorescence artefact?],-31,4[fluorescence artefact?],0,2,-5
CCC(=O)Nc1cc(C(=O)OCC(=O)c2ccccc2Cl)ccc1C,4,·,·,·,·,·,-18,-3,29
O=C(NCc1ccccn1)c1ccc(NC(=O)c2ccco2)cc1,-1,98,-2,15[fluorescence artefact?],-1,6,-15,0,-20
CC(O)CNCc1cccc2ccccc12 (stereo not drawn),8,101,·,25[fluorescence artefact?],·,25,-7,1,-1
CCc1c(O)nc(N2CCN(Cc3ccccc3)CC2)[nH]c1=O,-1,105,-5,28,-1,12[fluorescence artefact?],-15,-3,-29
O=C(c1ccco1)N1CCN(c2cccc(Cl)c2)CC1,4,96[fluorescence artefact?],2,-1,-6,-3,-8,1,6
COc1ccc(N(C(=O)Cn2nnc3ccccc32)C2(C(=O)NC3CCCC3)CCCCC2)cc1,0,·,·,·,·,·,-8,-6,-5
O=C1CC(c2nc3ccccc3[nH]2)CN1Cc1ccccc1 (stereo not drawn),8,·,1,·,7,·,-10,-2,-32
CC(Nc1n[nH]c(=S)[nH]c1=O)C(=O)OCc1ccccc1 (stereo not drawn),·,88[fluorescence artefact?],-4,8[fluorescence artefact?],-8,3,·,·,·
CCCS(=O)(=O)N1CCN(C(=O)c2cccs2)CC1,9,103,2,-2,-34,-10,-9,-1,-3
Cc1ccc2c(c1)N(CCC(=O)NCc1cccs1)C(=O)C(C)O2 (stereo not drawn),-2,96,-3,-4,1,-3,-8,1,-15
O=C(COC(=O)c1ccccc1NC(=O)c1ccccc1)c1ccc([N+](=O)[O-])cc1,7,·,-1,·,-31,·,8,0,-5
CN(CC(=O)Nc1ccc(C#N)cc1)Cc1ccc(Cl)cc1,·,111[fluorescence artefact?],-4,14,4,-3,·,·,·
O=C(Cc1ccccc1[N+](=O)[O-])NCc1ccccc1Cl,10,·,1,·,2,·,-13,0,10
COc1ccc(OC)c2[nH]c(=O)c(CCNC(=O)c3ccc(Br)o3)cc12,9,99,0,-9,5,-1,-7,3,-11
Cc1cccc(OCc2nc(-c3ccc(-n4cccc4)cc3)no2)c1,3,118[fluorescence artefact?],37,1[fluorescence artefact?],-6,5[fluorescence artefact?],-11,-6,-22
CCN(CC)CCNC(=O)C(C)c1nn(CC)c(=O)c2ccccc12 (stereo not drawn),1,92,·,-3,·,6,-8,-2,7
CCOC(=O)/C(C(N)=NCC(C)C)=C(/O)c1ccccc1,5,101,·,0,·,-1,-12,3,-5
O=C1OC(Nc2ccc(Br)cc2F)c2ccccc21 (stereo not drawn),0,90[fluorescence artefact?],1,-2,12,3[fluorescence artefact?],-4,0,-4
COc1ccc(C2N=C(N)N=C(N)N2c2ccccc2OC)cc1OC (stereo not drawn),1,110,·,-6,·,-6,-2,-5,-6
CSc1nnc(-c2cc3c(-c4ccccc4)nn(C)c3s2)n1C,1,·,·,·,·,·,-6,-10,13
COc1ccc(Cl)cc1NC(=O)N1CCN(S(C)(=O)=O)CC1,10,111,4,12,-6,25,-14,0,-14
CC(C)(C)C1CCc2onc(C(=O)Nc3cccnc3)c2C1 (stereo not drawn),·,116,-4,1,-3,-2,·,·,·
Cc1ccc2nc(-c3ccccn3)cc(C(=O)N3CCN(c4ncccn4)CC3)c2c1,8,100,8,-3,0,-8,-19,0,12
CC(=O)Nc1nnc(-c2ccc3c(c2)CCCC3)o1,0,111,-1,42,0,-1,-7,-4,11
COc1ccccc1NS(=O)(=O)CC12CCC(CC1=O)C2(C)C (stereo not drawn),0,104,3,10,5,4,-14,1,-6
Cc1cccc(C)c1NC(=O)CNc1ccccc1,-5,106,-1,-12,-13,-14,-7,-1,18
O=C(CSc1ncccc1-c1nc2ccccc2[nH]1)N1CCN(c2ccccc2F)CC1,9,223*,3,4,45,-9,-13,0,-1
Cn1c(=O)c2c(ncn2CC(=O)NC(C)(C)C)n(C)c1=O,5,84,3,11,-16,3,-4,-1,-22
O=c1[nH]n2c(=O)c3c([nH]c2c1N=Nc1cccc(Cl)c1)CCCC3,14,103[fluorescence artefact?],·,15,·,-6[fluorescence artefact?],13,9,26
Cc1ccc(NC(=O)c2ccc(S(=O)(=O)N3CCOCC3)cc2)nc1,5,107[fluorescence artefact?],1,0,13,-5,-1,0,-4
CCOC(=O)C1CCN(S(=O)(=O)c2ccc(C(C)=O)cc2)CC1,5,101,·,-19,·,-7,-8,0,-16
O=C(NCC(c1cccnc1)N1CCN(c2ccccc2F)CC1)c1ccccc1 (stereo not drawn),·,131,1,-3,-1,-6,·,·,·
CCOc1cc(/C=C2/SC(=O)N(CC(=O)N3CCc4ccccc4C3)C2=O)ccc1OCC(=O)O,0,·,·,·,·,·,-6,-10,-27
COc1ccc(OC)c(Nc2nc3nonc3nc2N2CCCCC2)c1,10,·,1,·,-20,·,-8,8,-6
CCCN(CCO)Cc1ccc2ccccc2c1,4,96,2,1,-16,0,-14,0,-18
C[C@H](NC(=O)OC(C)(C)C)c1nnc(SCC(=O)c2ccc(Cl)cc2)o1,8,109,-3,-10,34,-10,-1,-3,-29
CSc1cccc(NC(=O)COc2cccc3ccccc23)c1,-2,·,-4,·,3,·,-8,2,-8

One compound at a time (already shown).
COc1ccc(C2N=C(N)N=C(N)N2c2ccccc2OC)cc1OC (stereo not drawn) is entered as HIV Rev-RRE inh: 1; ERa SRC1 pot: 110; Mac1 fbg enh: ·; ERb coact inh: -6; Mac1 fbg inh: ·; ERa SRC1 inh: -6; PLK1 kinase inh: -2; FAK blocker: -5; PLK1 PBD inh: -6
CCOc1cc(/C=C2/SC(=O)N(CC(=O)N3CCc4ccccc4C3)C2=O)ccc1OCC(=O)O is entered as HIV Rev-RRE inh: 0; ERa SRC1 pot: ·; Mac1 fbg enh: ·; ERb coact inh: ·; Mac1 fbg inh: ·; ERa SRC1 inh: ·; PLK1 kinase inh: -6; FAK blocker: -10; PLK1 PBD inh: -27
CCC(=O)Nc1cc(C(=O)OCC(=O)c2ccccc2Cl)ccc1C is entered as HIV Rev-RRE inh: 4; ERa SRC1 pot: ·; Mac1 fbg enh: ·; ERb coact inh: ·; Mac1 fbg inh: ·; ERa SRC1 inh: ·; PLK1 kinase inh: -18; FAK blocker: -3; PLK1 PBD inh: 29

Continued:
compound,HIV Rev-RRE inh,ERa SRC1 pot,Mac1 fbg enh,ERb coact inh,Mac1 fbg inh,ERa SRC1 inh,PLK1 kinase inh,FAK blocker,PLK1 PBD inh
CCSc1nnc(NC(=O)c2cccc3ccccc23)s1,2,118[fluorescence artefact?],19,-2[fluorescence artefact?],-4,5[fluorescence artefact?],-23,1,6
N#CC(=C=[N-])c1nc2ccccc2nc1-[n+]1ccccc1,13,·,-5,·,-5,·,-17,-3,-40
COC(=O)N/N=C(\C)c1ccc(Br)cc1,3,111,0,-2,1,2,-3,-1,-8
CCCN1C(=O)C(NC(C)=O)c2cc(OC)ccc21 (stereo not drawn),3,·,·,·,·,·,-8,-1,12
CCCCn1c(SCC(=O)Nc2cc(NC(=O)c3ccco3)ccc2C)nc2ccccc2c1=O,4,122,-2,58*[fluorescence artefact?],16,75*[fluorescence artefact?],-8,10,14
O=C(c1ccccc1)N1CCCC(c2ccc(Cl)cc2)=N1,4,·,-3,·,15,·,5,-6,23
Cc1ccc(S(=O)(=O)N2CCN(C(=O)c3cc4c(C)nn(-c5ccccc5)c4s3)CC2)cc1,-1,137,-4,1,3,21[fluorescence artefact?],-80,0,-5
C/C(Cl)=C\Cn1c(=O)c2c(nc3n2CCS3)n(C)c1=O,2,117,-1,-2,5,-11,-6,-5,-1
COc1ccc(Cl)cc1S(=O)(=O)N1CCCC(C(=O)NCC(N)=O)C1 (stereo not drawn),-1,·,·,·,·,·,-4,-6,5
O=C(Nc1cccc(C(F)(F)F)c1)c1cccnc1N1CCN(c2ccccc2)CC1,18,94,3,0,7,5[fluorescence artefact?],-12,-1,11
COC(=O)c1cc(NC(=O)c2ccccc2)c(=O)oc1C/C=N\OCc1ccc(Cl)cc1Cl,48*,103,-3,-4,36,-5,-4,-3,-8
CC(NC(=O)c1cncc(Br)c1)c1ccc(S(N)(=O)=O)cc1 (stereo not drawn),11,111,-3,0,2,-4,-5,-3,-29
Cc1cccc(NC(=O)C2CCCN(C(=O)Nc3ccccc3)C2)c1C (stereo not drawn),-4,98,-2,-4,-17,2,-3,-1,-8
O=c1c2cc(Br)ccc2nc(-c2cccc(C(F)(F)F)c2)n1O,11,·,·,·,·,·,-35,-3,-9
O=c1nc(N(c2ccccc2)c2ccccc2)[nH]c(=O)[nH]1,10,107,0,-1,-3,-6,-9,11,-19
Cc1ccc(-c2nnc(-c3cccc(Br)c3)o2)cc1,·,140[fluorescence artefact?],-7,18[fluorescence artefact?],0,31[fluorescence artefact?],·,·,·
